High-throughput results: PubChem, several laboratories
PG9 Ab binder: binders of HIV-1 gp120 antibody PG9, primary screen, biochemical, TR-FRET | 360,000 tested, 0.43% active | TR-FRET gp120-PG9 antibody binding | AID 624416, 2012 | inhibition, % at 6.7 µM | HIV-1 gp120 / PG9 antibody interaction; in the data active = inhibition above about 8.5%
GAA850 FXN act: FXN promoter activators, primary screen, cell-based, luciferase luminescence, HEK293 lucGAA850 | HEK293 lucGAA850 FXN promoter luciferase reporter, 24 h; percent of 10 µM SAHA response | 360,000 tested, 0.56% active | activation, % at 6 µM;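 active = activation above the average of all compounds screened plus 3 SD, cutoff fixed separately per campaign, cut at about 7.5% in these data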;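 note: 0% = DMSO wells and 100% = 10 µM SAHA wells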
SMARCA2 activ: SMARCA2 (BRM) function activators, primary screen, cell-based, luminescence, high throughput; activation, % at 9.1 µM; AID 652017, 2013; MG213 cells, MMTV-luciferase reporter, dexamethasone, overnight; 370,000 tested, 1% active; in the data active = activation above about 7.8%;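 note: 0% = vehicle wells and 100% = reference activator wells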
PLC-beta3 inh: human PLC-beta3 inhibitors, primary screen, biochemical, fluorescence | Purified PLC-beta3, fluorogenic substrate | inhibition, % at 12.2 µM | 370,000 tested, 0.18% active | AID 720704, 2013; in the data active = inhibition above about 11%;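 note: 0% = median of compound wells on plate and 100% = full blocker control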
DAX1 inh-1: DAX1 (NR0B1) inhibitors, primary screen, cell-based, HEK293, Gal4-DAX1, luciferase luminescence; HEK293 Gal4-DAX1 luciferase reporter; inhibition, % at 6.75 µM; 340,000 tested, 0.99% active; AID 504766, 2011;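 active = inhibition above the mean over all tested compounds plus 3 SD, cut at about 4.2% in these data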;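 note: 0% = DAX1-transfected cells with DMSO and 100% = empty-vector control cells with DMSO; inhibition shows as a rise in luminescence from relieved DAX1 repression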
Target sequence (P51843 207-470 limits assumed): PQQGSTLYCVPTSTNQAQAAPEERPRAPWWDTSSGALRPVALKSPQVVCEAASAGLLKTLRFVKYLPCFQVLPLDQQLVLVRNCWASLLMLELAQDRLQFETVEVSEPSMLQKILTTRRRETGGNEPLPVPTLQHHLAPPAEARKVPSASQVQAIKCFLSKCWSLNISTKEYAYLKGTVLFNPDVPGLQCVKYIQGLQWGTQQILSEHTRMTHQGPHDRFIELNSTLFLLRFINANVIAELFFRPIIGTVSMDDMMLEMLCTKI
hgDAF12 agonist: H. glycines DAF-12 receptor agonists, primary screen, cell-based, luminescence, HEK293, GAL4 fusion, UAS-luciferase; Nuclear hormone receptor DAF-12 (Heterodera glycines), GAL4 fusion; HEK293 GAL4-hgDAF12 UAS-luciferase reporter, agonist luminescence; normalized to butyrate control; activation, % at 6.8 µM; 370,000 tested, 1.8% active; AID 687014, 2013;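 active = activation above a cutoff set at the mean of all screened compounds plus 3 SD, cut at about 10% in these data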;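 note: 0% = DMSO wells and 100% = sodium butyrate wells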
NR1D1 modulator: modulators of Rev-erb alpha DNA binding, primary screen, biochemical, FITC-DNA, fluorescence polarization, uHTS. activity, % at 10 µM. AID 1259318, 2017. Rev-erbα–FITC-DNA binding, 90 min. 370,000 tested, 0.79% active;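 active = activity above about 14%, limit read from the data; passing the limit was not always enough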;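 note: 0% = DMSO wells with 35 nM protein and 100% = DMSO wells with 750 nM protein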
DAX1 inh-2: DAX1 (NR0B1) inhibitors on StAR promoter, primary screen, cell-based, luminescence, SF-1 (NR5A1), full-length DAX-1. HEK293T StAR-luciferase reporter, SF-1/DAX-1 repression relief. inhibition, % at 6.8 µM. 370,000 tested, 1.1% active. AID 652010, 2013;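 active = inhibition above the mean over all tested compounds plus 3 SD, cut at about 3.6% in these data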;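 note: 0% = DAX-1 cells with DMSO and 100% = cells lacking DAX-1 with DMSO; higher inhibition means more luminescence from relief of DAX-1 repression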
hcDAF12 agonist: H. contortus DAF-12 nuclear receptor activators, primary screen, cell-based, luminescence, HEK293, lit1-tk-luc reporter; HEK293 hcDAF-12 lit1-tk-luc reporter; 0% DMSO, 100% Δ7-dafachronic acid; activation, % at 6.8 µM; 370,000 tested, 1.4% active; AID 652067, 2013;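 active = activation above the mean of all tested compounds plus 3 SD, cut at about 5.5% in these data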;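 note: 100% = response to 3 µM Δ7-dafachronic acid high control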
ssDAF-12 act: S. stercoralis DAF-12 nuclear receptor activators, primary screen, cell-based, luminescence, HEK293, GRIP1 co-expression, lit1-tk-luc. 370,000 tested, 1% active. AID 652126, 2013. HEK293 ssDAF-12/GRIP1 lit1-tk-luc reporter; % of 3 µM dafachronic acid response. Nuclear hormone receptor DAF-12 (Strongyloides stercoralis). activation, % at 6.8 µM;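 active = activation above the mean over all tested compounds plus 3 SD, cut at about 0.9% in these data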;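 note: 0% = DMSO-only wells and 100% = 3 µM delta7-dafachronic acid wells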
HGIII-sPLA2 inh: human group III sPLA2 inhibitors, primary screen, biochemical, QFRET, BODIPY PC-A2 liposome substrate. QFRET BODIPY PC-A2 liposome hydrolysis, fluorescence. AID 743126, 2013. inhibition, % at 12.2 µM. 370,000 tested, 0.56% active;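 active = inhibition above mean plus 3 SD of compounds lying within the high and low control bounds, cut at about 19% in these data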;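 note: 0% = median of test compound wells and 100% = no enzyme DMSO wells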
Target sequence (Q9NZ20 whole entry, looked up): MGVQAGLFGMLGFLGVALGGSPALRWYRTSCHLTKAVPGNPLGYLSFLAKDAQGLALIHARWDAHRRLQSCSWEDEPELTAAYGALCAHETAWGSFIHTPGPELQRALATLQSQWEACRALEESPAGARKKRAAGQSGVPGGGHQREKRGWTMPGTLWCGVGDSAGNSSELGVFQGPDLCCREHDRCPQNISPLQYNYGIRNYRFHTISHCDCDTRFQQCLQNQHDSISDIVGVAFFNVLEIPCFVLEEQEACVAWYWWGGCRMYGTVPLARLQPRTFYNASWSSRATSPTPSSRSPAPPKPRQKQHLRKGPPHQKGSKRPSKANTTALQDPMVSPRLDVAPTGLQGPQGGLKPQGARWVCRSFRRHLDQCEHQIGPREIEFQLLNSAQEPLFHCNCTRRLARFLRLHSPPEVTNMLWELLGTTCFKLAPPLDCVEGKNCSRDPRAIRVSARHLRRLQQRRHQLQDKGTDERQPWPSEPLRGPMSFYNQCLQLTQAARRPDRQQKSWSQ
The depositor's hits bear a star; . = not tested or not shown.

SMILES	PG9 Ab binder	GAA850 FXN act	SMARCA2 activ	PLC-beta3 inh	DAX1 inh-1	hgDAF12 agonist	NR1D1 modulator	DAX1 inh-2	hcDAF12 agonist	ssDAF-12 act	HGIII-sPLA2 inh
O=C(O)c1ccccc1C(=O)c1ccc2oc(=O)[nH]c2c1	-1.3	-1.3	1	-8	0.9	1.3	1	-1.3	-0.4	-0.8	-4
COc1ccc(NC(=O)c2cc3ccccc3o2)cc1S(=O)(=O)N1CCCCC1	0.6	-1.5	-1	-6	-2.4	1.3	7	-1.7	-1.9	-1.0	-1
CCc1nc2c(OCc3ccc(S(C)(=O)=O)cc3)cccn2c1N(C)C(=O)c1ccccc1F	-0.5	-1.7	-8	-14	.	0.8	2	0.8	-1.4	-1.2	8
COC(=O)c1ccc(NC(=O)c2cccc(NC(=O)c3ccco3)c2)cc1	-3.0	-0.4	2	-4	-0.2	-3.6	1	-0.7	-1.9	-1.7	-4
O=C(O)CCCn1c(=S)[nH]c2c(sc3ccc([N+](=O)[O-])cc32)c1=O	-1.8	-0.5	-3	2	1.0	-1.2	-1	0.0	0.4	0.1	7
Cc1cccc(N(Cc2ccccc2)C(=O)c2cccc(S(=O)(=O)N3CC(C)OC(C)C3)c2)c1 (configuration not stated)	-0.5	-4.5	3	-2	-3.0	-4.6	-3	-1.1	-2.8	-1.8	1
Cc1ccc(C(=O)CN2C(=O)NC3(CCc4ccccc43)C2=O)s1 (configuration not stated)	2.1	0.4	-2	-5	-0.4	4.7	-1	-0.2	1.4	0.4	9
O=c1[nH]c(C2CCN(S(=O)(=O)c3ccc4c(c3)OCCO4)CC2)nc2c1nnn2Cc1cccc(F)c1	0.4	0.5	-1	-6	-0.2	0.7	-2	0.2	-2.5	-1.1	-34
CC1CN(N=Cc2ccc([N+](=O)[O-])o2)C(=N)O1 (configuration not stated)	-4.3	-1.1	-6	-16	-2.1	-3.6	3	-3.8	-0.8	-1.1	13
Cc1ccccc1Oc1ccc2c(c1)[C@@H]1C[C@H](N(C)C(=S)Nc3ccc(F)cc3)[C@H]([C@H](C)O)C(=O)N1CC2	-1.6	-7.5	3	-4	-0.7	3.4	5	0.0	0.6	-1.2	0
O=C(NCCC1=CCCCC1)c1ccc(Cl)c(S(=O)(=O)N2CCOCC2)c1	-0.4	-1.2	2	8	-4.6	-3.2	-2	-1.5	-2.5	-2.2	-2
CC1C=Cc2ccccc2N1C(=O)c1ccccc1 (configuration not stated)	0.2	0.7	1	-1	0.4	2.1	1	-0.5	2.2	0.3	1
CCOC(=O)c1ccc(NC(=O)N2C3CCCC2CC(NC(C)=O)C3)cc1 (configuration not stated)	-0.7	0.6	-4	-3	-0.9	-1.1	-10	0.2	-0.4	-1.2	6
N#Cc1c(-c2ccccc2)nc(N2CCOCC2)[nH]c1=O	2.9	0.0	0	-19	-0.4	-2.6	-2	-0.1	0.5	-0.8	6
Nc1nc2c(ncn2[C@@H]2O[C@H](CNC(=O)[C@H](N)Cc3ccccc3)[C@@H](O)[C@H]2O)c(=O)[nH]1	-0.9	.	1	0	.	-1.5	-4	0.0	-2.6	-1.2	0
CC(=O)Nc1ccc(S(=O)(=O)NCCC(=O)N2CCN(C(c3ccccc3)c3ccccc3)CC2)cc1	-1.5	-0.7	-1	-5	1.8	-2.4	1	0.4	-3.4	-1.3	-29
CCCc1nc(NC(C)=O)c(C#N)c(-c2ccco2)c1CC	2.0	3.9	-3	-36	-0.4	-0.4	-4	1.3	-1.6	-0.4	-3
CCOc1ccc2c(c1)-c1c(ssc1=S)C(C)(C)N2C(=O)CSC1=NCCS1	-0.9	-1.4	-1	-2	1.5	-0.9	12	-0.9	-2.2	-1.8	36*
Cc1ncc(S(=O)(=O)c2ccc(Cl)cc2)c(N)n1	0.5	-1.6	-1	-5	0.6	-2.0	3	0.0	-1.6	-0.8	13
O=S(=O)(Nc1cccc(S(=O)(=O)N2CCOCC2)c1)c1ccc(Cl)s1	-3.2	0.5	-4	3	-0.6	-2.3	-1	-0.1	-0.5	-0.8	-12

Ordered by the number under PG9 Ab binder (descending): three of the compounds above.
compound | PG9 Ab binder
CC1C=Cc2ccccc2N1C(=O)c1ccccc1 (configuration not stated) | 0.2
CCc1nc2c(OCc3ccc(S(C)(=O)=O)cc3)cccn2c1N(C)C(=O)c1ccccc1F | -0.5
CCOC(=O)c1ccc(NC(=O)N2C3CCCC2CC(NC(C)=O)C3)cc1 (configuration not stated) | -0.7

(further entries)
SMILES	PG9 Ab binder	GAA850 FXN act	SMARCA2 activ	PLC-beta3 inh	DAX1 inh-1	hgDAF12 agonist	NR1D1 modulator	DAX1 inh-2	hcDAF12 agonist	ssDAF-12 act	HGIII-sPLA2 inh
O=C(/C=C/c1ccc(Cl)cc1)Nc1ccc(S(=O)(=O)Nc2ncccn2)cc1	-3.2	1.0	-1	1	-1.4	-0.7	6	0.7	-0.1	-0.7	-2
COC(=O)c1cc(=O)n(-c2ccccc2)c(=Nc2ccccc2)s1	0.5	4.8	-1	-3	-0.6	0.3	0	-0.4	-0.1	-1.6	-9
CCC(=O)c1c[nH]c(C(=O)NCC2CCCO2)c1 (configuration not stated)	-1.8	-0.9	1	1	0.1	0.7	0	0.1	-1.3	-1.3	-4
CC(Cc1ccccc1)C(=O)N(C)Cc1ccccc1 (configuration not stated)	1.1	2.5	0	5	-0.5	2.1	-4	-0.2	-0.1	-0.8	3
COc1cc(/C=C(\C#N)c2[nH]nc(N)c2C#N)cc(OC)c1O	-9.6	2.6	1	-58	-1.1	-4.1	7	0.2	-1.1	-1.8	5
CC1(C)C(C=C(Cl)Cl)C1C(=O)N(Cc1ccc(Cl)cc1)C1CCS(=O)(=O)C1 (configuration not stated)	-1.2	-1.5	0	4	-1.0	-1.1	3	0.0	0.9	-1.9	-9
O=C(c1cccs1)n1cc(C(=S)N2CCOCC2)c2ccccc21	0.7	-2.3	1	1	0.4	0.6	-1	-0.6	-1.1	-1.3	5
O=c1[nH]c2ccccc2c(=O)c2ccccc12	1.6	1.0	-3	-90	0.7	0.0	5	-1.9	-0.5	-0.8	2
C[C@@H]1CN(C(=O)c2nc3ccc(Cl)cn3c2CN[C@H]2CCCCNC2=O)C[C@H](C)O1	-0.9	0.0	-5	1	-0.5	0.2	1	-0.1	-1.7	-0.9	10
O=C(Nc1cccc(S(=O)(=O)N2CCOCC2)c1)c1ccco1	0.4	-0.9	1	-1	-1.4	-0.6	-8	0.0	-1.5	-1.3	-3
CC(=O)c1cc2c(cc1NS(=O)(=O)c1ccccc1F)OCO2	0.3	1.7	1	-9	2.6	-1.8	-4	-0.1	-0.9	-1.4	4
Cc1cccc2c(=O)c(-c3ccc(Cl)cc3)c(NC(=O)c3ccco3)oc12	1.7	2.0	-2	-24	1.2	1.5	-1	-0.5	1.5	-0.4	3
CC1(C2CC(C(F)(F)F)n3nc(C(=O)O)cc3N2)CC1 (configuration not stated)	0.6	1.4	1	0	-0.2	1.4	2	0.3	2.0	-1.1	-1
CC(C)c1ccc(NC(=O)CSc2n[nH]c(=O)n2-c2ccc3c(c2)OCCO3)cc1	0.8	2.1	0	-6	.	-2.4	-5	-1.0	-2.5	-1.4	-11
COc1ccccc1CNC(=O)C1(NC(=O)Nc2ccc(C)cc2)CCCCC1	1.0	-1.5	-1	-4	-1.2	-2.5	4	-0.8	0.1	-1.0	-1
CN(C)c1ccc(C=Nc2ccccc2C(N)=O)cc1	-2.9	-0.3	5	-101	-2.8	9.6	5	5.8*	10*	1.9*	6
O=C(c1ccco1)N1CCN(Cc2nnc(-c3cccc(Cl)c3)o2)CC1	-0.1	-0.1	-3	-7	2.6	0.5	-1	-0.1	-2.1	-1.3	3
Nc1nonc1NC(=O)NN=C1CCCCC1	0.1	4.0	-1	-1	0.7	1.3	-1	0.4	1.3	-0.7	4
N#Cc1c(NC(=O)COC(=O)c2ccc(F)cc2)sc2c1CCC2	-0.1	0.8	-3	1	-1.2	3.0	10	-0.4	-2.1	-1.9	16
Cc1ccc(N(CC(=O)NC(C)(C)C)C(=O)CNC(=O)c2cccs2)c(C)c1	-1.3	1.3	-5	1	1.2	-1.2	0	-0.3	-1.0	-1.8	-1

Entries listed above marked active in HGIII-sPLA2 inh.
Compound | PG9 Ab binder | GAA850 FXN act | SMARCA2 activ | PLC-beta3 inh | DAX1 inh-1 | NR1D1 modulator | DAX1 inh-2 | hcDAF12 agonist | ssDAF-12 act | HGIII-sPLA2 inh
CCOc1ccc2c(c1)-c1c(ssc1=S)C(C)(C)N2C(=O)CSC1=NCCS1 | -0.9 | -1.4 | -1 | -2 | 1.5 | 12 | -0.9 | -2.2 | -1.8 | 36*

Continuation.
SMILES	PG9 Ab binder	GAA850 FXN act	SMARCA2 activ	PLC-beta3 inh	DAX1 inh-1	hgDAF12 agonist	NR1D1 modulator	DAX1 inh-2	hcDAF12 agonist	ssDAF-12 act	HGIII-sPLA2 inh
Cc1ccc2nc(SCc3nc4c(cnn4-c4ccccc4)c(=O)[nH]3)[nH]c2c1	0.4	0.6	1	-3	1.0	0.2	-6	-0.3	-1.3	-1.4	-14
COc1ccc(-n2c(SCC(=O)Nc3cc(C)on3)nc3c([nH]c4ccccc43)c2=O)cc1OC	1.0	1.2	0	-5	0.2	0.9	2	2.9	2.2	0.4	-10
CCCC(=O)Nc1ccc(C(=O)NCC2CCCO2)cc1 (configuration not stated)	1.1	-1.9	-3	-1	1.4	0.0	4	0.5	-0.8	-1.3	2
Cc1cccc(NC(=O)c2ccoc2C)n1	0.6	1.2	2	2	-0.1	0.5	1	0.4	1.6	-0.8	3

An excerpt from above, limited to DAX1 inh-2.
compound	DAX1 inh-2
COc1ccc(-n2c(SCC(=O)Nc3cc(C)on3)nc3c([nH]c4ccccc43)c2=O)cc1OC	2.9
Cc1cccc(NC(=O)c2ccoc2C)n1	0.4
Cc1ccc2nc(SCc3nc4c(cnn4-c4ccccc4)c(=O)[nH]3)[nH]c2c1	-0.3

Random draw from the library; 7% or so of the library scored in one or more.
